# M4 PAM – human M4 muscarinic receptor positive allosteric modulators, primary screen, CHO-K1 cells, Fluo-8 calcium fluorescence | CHO-K1 hM4/Gqi5, ACh EC20; 0% = ACh EC20, 100% = maximal ACh | Muscarinic acetylcholine receptor M4 (Homo sapiens), P08173 | 360,000 tested, 0.4% active | activation, % at 3 µM;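 active = activation above its plate's cutoff, the mean activation of sample wells plus 3 SD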; note: some results filed as inactive read as strong as hits
# CRFR2-BP ag – agonists of CRF-BP/CRF-R2 complex, primary screen, cell-based, HEK293, calcium dye fluorescence, uHTS | CRF-binding protein / CRF receptor 2 complex (human) | calcium dye fluorescence (FLIPR); percent of saturating CRF peptide response | activation, % at 13.2 µM | 350,000 tested, 0.46% active;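 active = activation of at least 50%, plus an integration ratio under a set limit after plate pattern correction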;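 note: plate controls were neutral control wells without compound for no effect and CRF at EC100 for full effect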
# CHRM5 antagonist – human M5 muscarinic receptor antagonists, primary screen, CHO cells, Fluo-8 calcium fluorescence | CHO-hM5 cells, ACh EC80 | 360,000 tested, 0.59% active | AID 624040, 2012 | inhibition, % at 3 µM | Muscarinic acetylcholine receptor M5 (Homo sapiens), P08912;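 active = inhibition above a per-plate cutoff, the mean of that plate's test compounds plus 3 SD, cut at about 27% in these data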;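 note: 0% = acetylcholine EC80 with DMSO and 100% = DMSO without agonist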
# Target sequence (P08912 whole entry, looked up): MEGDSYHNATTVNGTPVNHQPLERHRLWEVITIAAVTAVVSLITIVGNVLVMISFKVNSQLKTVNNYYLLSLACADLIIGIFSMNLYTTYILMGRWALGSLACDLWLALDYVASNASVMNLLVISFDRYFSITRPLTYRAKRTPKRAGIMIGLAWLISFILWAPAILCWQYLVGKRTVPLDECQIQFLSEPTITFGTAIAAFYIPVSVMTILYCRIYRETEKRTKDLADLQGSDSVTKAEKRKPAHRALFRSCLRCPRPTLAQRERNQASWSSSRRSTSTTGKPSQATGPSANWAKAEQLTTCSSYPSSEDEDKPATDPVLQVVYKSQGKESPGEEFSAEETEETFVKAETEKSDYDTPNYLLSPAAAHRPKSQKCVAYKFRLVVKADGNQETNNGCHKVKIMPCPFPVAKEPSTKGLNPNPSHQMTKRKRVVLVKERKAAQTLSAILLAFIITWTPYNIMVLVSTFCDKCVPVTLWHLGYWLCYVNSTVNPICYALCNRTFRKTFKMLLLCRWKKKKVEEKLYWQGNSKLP
# TAAR1 antagonist – human TAAR1 antagonists, primary screen, Fluo-8 calcium fluorescence, CHO RD-HGA16 cells; Trace amine-associated receptor 1 (Homo sapiens), Q96RJ0; antagonist; inhibition, % at 3 µM; 360,000 tested, 1.5% active; AID 624466, 2012;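 active = inhibition above a per-plate cutoff, the mean inhibition of test compounds on that plate plus 3 SD, cut at about 49% in these data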;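 note: 0% = DMSO plus EC80 beta-PEA response and 100% = DMSO alone without agonist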
# Target sequence (Q96RJ0 whole entry, looked up): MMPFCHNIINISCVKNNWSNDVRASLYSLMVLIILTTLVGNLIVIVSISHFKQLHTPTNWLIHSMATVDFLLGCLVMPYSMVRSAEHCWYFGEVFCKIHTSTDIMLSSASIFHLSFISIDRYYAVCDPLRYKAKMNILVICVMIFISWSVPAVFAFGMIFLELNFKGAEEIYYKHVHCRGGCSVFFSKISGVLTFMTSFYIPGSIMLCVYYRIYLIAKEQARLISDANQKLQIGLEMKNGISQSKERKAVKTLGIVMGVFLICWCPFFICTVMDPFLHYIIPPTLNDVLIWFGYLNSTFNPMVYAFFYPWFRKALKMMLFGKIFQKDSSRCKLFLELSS
#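 Material: CHO RD-HGA16 cells bearing hTAAR1; compound dosing: one-point dosing, 3 µM nominal final; schedule: dye loading 75 min at 37 °C, then 30 min room temperature; measured by: calcium fluorescence with Fluo-8; control set: vehicle and agonist controls; replication: n of 1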
# M1 PAM parental – nonselective calcium activators in parental CHO-K1 cells, primary screen, counter-screen for M1 PAM project, cell-based, Fluo-8 calcium fluorescence, full deck, 1536-well; ATP EC20; 0% at ATP EC20, 100% at ATP max; activation, % at 3 µM; 360,000 tested, 0.02% active; AID 602247, 2012;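 active = activation above the run cutoff, the mean activation of all test compounds plus 3 SD, cut at about 40% in these data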;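 note: peak over basal fluorescence ratio in a 140 s read after ATP addition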
# CHRM5 PAM – human M5 muscarinic receptor positive allosteric modulators, primary screen, CHO-K1 cells, Fluo-8 calcium fluorescence; CHO-K1 hM5, ACh EC20 PAM; 0% = ACh EC20, 100% = ACh EC100; activation, % at 3 µM; 360,000 tested, 0.3% active;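 active = activation above the run cutoff, the mean activation of all test compounds plus 3 SD, cut at about 18% in these data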
#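 system = human M5 receptor in CHO-K1 cells | reagent = EC20 acetylcholine as agonist stimulus | compound dosing = single-point, 3 µM nominal | incubation = Fluo-8 loading 80 min at 37 °C plus 30 min room temperature | detection = Fluo-8 calcium dye fluorescence, kinetic read | benchmarks = low control EC20 acetylcholine (0%), high control EC100 acetylcholine (100%)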
# TAAR1 ag – human TAAR1 agonists, primary screen, Fluo-8 calcium fluorescence, CHO RD-HGA16 cells; vehicle wells 0%, saturating PEA agonist 100%; activation, % at 3 µM; 360,000 tested, 0.99% active; AID 624467, 2012;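 active = activation above the mean activation of all test compounds in the run plus 3 SD, cut at about 38% in these data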
#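 Test system: RD-HGA16 (CHO) cells co-expressing Gα16 and hTAAR1; dosing: one-point dosing at 3 µM (nominal); timing: 17-24 h seeding, 75 min 37 °C dye, 30 min RT; signal: kinetic Fluo-8 calcium fluorescence; read-out basis: % activation relative to PEA EC100 response; controls: DMSO and PEA EC100; replicates: n 1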
# CHRM5 agonist – human M5 muscarinic receptor agonists, primary screen, CHO-K1 cells, Fluo-8 calcium fluorescence; AID 624037, 2012; activation, % at 3 µM; 360,000 tested, 0.19% active; CHO-K1 hM5 cells; 0% DMSO wells, 100% maximal acetylcholine response; Muscarinic acetylcholine receptor M5 (Homo sapiens), P08912;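 active = activation above the run's mean over test compounds plus 3 SD, cut at about 23% in these data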;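 note: signal is peak over basal fluorescence ratio across the kinetic read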
# CRFR2-BP antag – antagonists of CRF-BP/CRF-R2 complex, primary screen, cell-based, HEK293, calcium dye fluorescence, uHTS; inhibition, % at 11.8 µM; CRF-induced calcium fluorescence; 350,000 tested, 0.59% active;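 active = inhibition of the ligand-induced calcium signal above about 50% at the single tested concentration, limit read from the data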
# Starred values were filed as active, the others as inactive; . = not tested or not shown. Compounds as they come. Share with any hit: about 4.2%.
SMILES,M4 PAM,CRFR2-BP ag,CHRM5 antagonist,TAAR1 antagonist,M1 PAM parental,CHRM5 PAM,TAAR1 ag,CHRM5 agonist,CRFR2-BP antag
Cc1ccc(CNC(=O)C2CCN(C(=O)Nc3ccccc3)CC2)cc1,-4,0.9,-1,-4,20,6,-2,-1,-18
CC(C)(C)c1ccc(C(=O)NCCN2CCCC2)cc1,5,0.7,-4,-2,30,3,1,-2,-3
CC(C)n1nnnc1C1c2ccccc2C(=O)N1CCCn1ccnc1 (stereo unspecified),8,.,-5,2,14,-2,0,-1,.
Clc1cccc(Cc2ccc(Cl)nn2)c1,-6,-1.0,7,5,-3,-2,3,-2,13
CC(/C=N\N1CCN(Cc2ccc(C)cc2)CC1)=C\c1ccccc1,-4,0.5,7,-2,3,-2,1,-2,-21
N=c1c(C(=O)NCc2ccc(F)cc2)cc2c(=O)n3ccccc3nc2n1CCCN1CCOCC1,-3,-3.2,-9,-24,18,6,2,-3,11
COc1cc(OC)cc(C(=O)N[C@H](C(=O)OCC(=O)Nc2ccc(C(N)=O)cc2)C(C)C)c1,-7,1.0,5,6,14,-8,5,-4,-36
COc1cccc(-c2ccc3nnc(SCC(=O)N4CCOCC4)n3n2)c1,-4,0.1,12,-7,-19,-5,-1,-1,-1
COc1ccc(CN2C(=O)c3ccccc3C2=O)cc1C(=O)N(C)CC(=O)Nc1ccc(F)cc1,0,-1.1,6,9,-1,-3,12,1,-15
CCC/C(=C1/c2ccccc2C(=O)N1c1ccccc1)c1ccc(O[C@@H]2CCCCO2)cc1,-9,3.0,4,-2,20,-31,2,-12,-7
O=C(COC(=O)CNC(=O)c1cccc(OC(F)F)c1)NNC(=O)c1ccccc1,-3,1.4,10,20,2,-6,9,8,-1
OCCC1CN(Cc2ccc(-c3ccco3)cc2)CCN1Cc1ccsc1 (stereo unspecified),-22,0.5,9,2,-7,6,1,-4,10
C=CCN1C(=O)C2(OCCO2)c2cc(C)ccc21,8,0.4,1,-6,9,9,1,-7,5
CCOC(=O)C1=C(O)C(=O)N(Cc2cccnc2)C1c1ccc(C)cc1 (stereo unspecified),2,-0.8,15,8,17,-9,5,-1,2
Cc1nnc(-c2cccc(Br)c2)c2cn(-c3ccc(Br)cc3)nc12,6,-0.8,6,19,14,-3,12,-2,20
Cc1ccnc(NC(=O)COC(=O)C23CC4CC(CC(C4)C2)C3)n1,1,1.7,-1,-3,10,11,3,1,5
COc1ccc(CCNC(=O)c2cnc3n(c2=O)CCS3)cc1OC,8,1.6,-2,7,21,-3,5,3,-1
CCN1CCN(S(=O)(=O)c2ccc(Cl)c(C(=O)N(C)C3CCCCC3)c2)CC1,2,-1.9,-2,-7,-5,0,1,-1,-3
O=C(O)CS(=O)CC(=O)NCc1cccc(C(F)(F)F)c1 (stereo unspecified),2,0.8,-6,20,21,3,1,-2,5
COc1ccc(-c2nc(-c3ccccc3)c(-c3cc([N+](=O)[O-])ccc3C)[nH]2)cc1OC,4,1.1,13,10,22,1,10,-2,-15

# Part of the list above, limited to TAAR1 ag:
molecule,TAAR1 ag
Cc1ccnc(NC(=O)COC(=O)C23CC4CC(CC(C4)C2)C3)n1,3
COc1ccc(CCNC(=O)c2cnc3n(c2=O)CCS3)cc1OC,5
CCN1CCN(S(=O)(=O)c2ccc(Cl)c(C(=O)N(C)C3CCCCC3)c2)CC1,1
O=C(O)CS(=O)CC(=O)NCc1cccc(C(F)(F)F)c1 (stereo unspecified),1

# (more compounds)
SMILES,M4 PAM,CRFR2-BP ag,CHRM5 antagonist,TAAR1 antagonist,M1 PAM parental,CHRM5 PAM,TAAR1 ag,CHRM5 agonist,CRFR2-BP antag
O=C(Nc1ccc(F)cc1F)c1ccc2c(c1)[nH]c(=O)n2Cc1ccc(F)cc1,-5,-1.4,-5,-6,15,-2,4,9,-8
CNC(=O)c1c(C)[nH]c(=S)c(C#N)c1-c1ccco1,1,3.1,-6,-9,11,7,0,1,-19
Cn1c(SCC(=O)Nc2ccc(N3CCOCC3)cc2)nnc1-c1ccccc1F,-5,-0.6,8,3,-3,1,-1,-2,-2
O=[N+]([O-])c1cc(/C=N/N2CCN(Cc3ccccc3)CC2)ccc1Cl,-5,-0.9,-2,.,-9,-6,.,-2,8
CCOC(=O)Cc1cnc(NC(=O)CSc2nc(C(C)C)cc(=O)[nH]2)s1,4,-0.8,12,-26,2,-6,-3,0,11
CNC(=O)c1ccc(Nc2nnc(-c3ccc(C(N)=O)cc3)c3ccccc23)cc1,-1,0.8,15,-3,-8,0,3,-2,0
COCCNC(=O)C(=O)N/N=C(\C)CC(=O)Nc1cccnc1,11,-1.2,-3,-10,7,8,0,0,-2
COCCn1c(=O)[nH]c2cc(C(=O)N3CCN(c4cccc(C)c4C)CC3)ccc2c1=O,8,0.2,6,-14,-6,3,10,-4,2
COc1ccc(COC(=O)C2=C(C)NC(=O)NC2c2ccc(F)cc2)cc1 (stereo unspecified),-10,-0.5,4,8,-23,-8,1,0,-8
O=C(CN1C(=O)S/C(=C\c2ccc(-c3cc(C(=O)O)ccc3Cl)o2)C1=O)Nc1ccc2c(c1)OCO2,9,.,0,-12,8,-1,0,-1,.
CCOC(=O)CC1C(=O)NCCN1C(=O)c1ccc(Cl)c(Cl)c1 (stereo unspecified),-1,-0.5,10,-4,74*,-3,3,-2,-11
CC1(C)Cc2c(sc3nc[nH]c(=O)c23)CO1,17,2.0,-13,-5,-19,0,5,0,-11
CC(=O)c1cc2c(cc1NC(=O)Cc1c(C)noc1C)OCO2,5,-1.9,-1,1,6,1,1,5,3
COc1cccc(-c2csc(N3CCN(S(=O)(=O)c4ccc(F)cc4)CC3)n2)c1,-2,3.2,1,17,3,-4,4,-1,-16
CC(=O)c1ccc([C@H]2C[C@@]34CN(C(=O)OC(C)(C)C)S(=O)(=O)[C@H]3C[C@H]2O4)cc1,3,0.0,-7,5,-18,-7,18,4,21
CCOC(=O)N1CCN(c2ccc3nnnn3n2)CC1,4,1.5,5,12,-1,4,7,-3,1
C=C1CCN(c2ccc(C(=O)NCc3ccccc3)cc2[N+](=O)[O-])CC1,-5,-1.9,10,-22,26,4,1,-6,8
Cc1cc(C(=O)Nc2ccc3nc(C)sc3c2)c2ccccc2n1,3,-1.9,6,-17,14,-2,1,2,13
COCCNC(=O)C1(C)Cc2c(-c3ccc(NC(C)=O)cc3)ccnc2O1 (stereo unspecified),6,.,2,-20,5,-4,2,2,.
CCc1nc2c(OCC(=O)N(C)C)cccn2c1N(C=O)Cc1ccc(OC)cc1,4,.,14,-14,-4,-2,3,-2,.
O=C(COc1ccccc1Cl)Nc1ccccc1C(=O)NC1CC1,-1,0.8,-2,44,6,-3,9,0,3
COC(=O)c1c(SCC(=O)Nc2ccc(C)c(C)c2)nc(=O)[nH]c1C,6,-2.5,2,-3,16,7,-2,0,1
CC(C)N(C)Cc1nnnn1CC(=O)N(C)Cc1cccc(Cl)c1,6,-0.6,3,4,4,-5,0,1,5
O=C(NC1=NCCS1)c1cc2ccccc2o1,-2,-0.3,17,11,17,-10,1,-1,13
Cc1ccc(-n2c(-c3cccc(C)c3)n[nH]c2=S)cc1,20,-1.9,-9,-2,9,1,-1,-3,11
Clc1ccccc1Nc1nc(-c2ccncc2)nc2ccccc12,-6,-3.3,7,-15,5,-1,8,-4,-26
COc1ccc(S(=O)(=O)N(C(=O)c2ccncc2)c2ccc(OC(=O)c3ccncc3)cc2)cc1,2,1.1,-7,-3,21,-1,4,0,39
NC(=S)Nc1cccc(O)c1,5,0.3,10,-7,4,-4,2,0,7
CCc1cc(CNC(=O)C2CCC(=O)N(CCc3cccc(F)c3)C2)on1 (stereo unspecified),-2,-2.1,4,-28,13,5,1,-4,-2
CCC(=O)c1ccc(N2CCN(C(=O)COc3ccc(F)cc3)CC2)c(F)c1,-7,-1.5,11,27,13,-20,5,3,28
COc1ccc(OC)c(/C=N/NC(=O)c2cccc3ccccc23)c1,15,-0.2,-10,-5,-1,4,3,-4,4
CC(C)N1CCN(Cc2ccc(C#CCCO)cc2)CC1CCO (stereo unspecified),-10,0.7,4,-1,-3,-5,0,-3,-3
Cc1ccc(C(=O)N2CCN(CCNC(=O)C(=O)Nc3ccc(Cl)cc3)CC2)cc1,-3,-0.8,-3,-43,-4,1,1,-1,32
CCOc1ccc(CN2CCN(Cc3cc4c(cc3Cl)OCO4)CC2CCO)cc1 (stereo unspecified),-6,-0.8,-3,7,33,-1,1,-10,-8
COC(=O)c1ccc(NC(=O)C2C3C=CC(C3)C2C(=O)O)cc1 (stereo unspecified),4,-1.1,13,-24,3,-3,6,-1,-9
CC(OC(=O)c1ccc(NC(=O)CC#N)cc1)C(=O)Nc1ccc(Oc2ccccc2)cc1 (stereo unspecified),3,.,0,-6,16,2,0,-3,.
Cc1ccc(-n2nc3c(c2NC(=O)c2ccco2)CS(=O)C3)cc1 (stereo unspecified),7,8.1,-2,-2,-14,0,-1,-3,1
O=C(Nc1ccc(Cl)cc1)N1CCSc2ccccc21,-2,0.3,8,-5,-2,0,6,2,-18
O=C(C1CCN(Cc2ccc(OCc3ccccc3)cc2)CC1)N1CCCC1,-7,-5.1,3,-12,1,-5,17,-3,-5
Cc1ccc(F)c(S(=O)(=O)NC(=O)C2(C)CCN2C(=O)Cc2ccccc2)c1 (stereo unspecified),4,.,15,-3,30,-1,3,1,.
Cc1cccc(C)c1OCc1cc(C(=O)N2CCC(C3CCCCC3)C2)no1 (stereo unspecified),3,4.2,6,-16,-7,-3,4,-5,-17
COC(=O)c1cc(OC)c(OC)cc1NC(=O)c1cc(-c2ccccc2)nc2ccccc12,-8,0.1,0,19,21,4,2,2,14
COc1ccc(C(=O)N2N=C3CC(C)(C)OCC3C2c2ccccc2)cc1 (stereo unspecified),-8,-2.4,1,7,17,-7,5,3,-22
O=C(Nc1ccccc1C(=O)NCc1cccnc1)c1ccccc1F,6,0.4,2,-2,7,1,1,-1,-10
